Assay outcomes (PubChem BioAssay)
Hck-Nef inh = inhibitors of Nef-activated human Hck kinase, primary screen, biochemical, Z-Lyte FRET, 384-well, Hck-YEEI. Tyrosine-protein kinase HCK (Homo sapiens), P08631. Recombinant Hck-YEEI plus Nef, Z-Lyte FRET kinase assay. inhibition, % at 20 µM. hit rate 0.68% among 220,000;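 active = Hck-Nef kinase inhibition above about 50%, limit read from the data; inactive = inhibition below that limit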;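 note: 0% = DMSO with Hck plus Nef and 100% = Hck alone without Nef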
TNF death inh = inhibitors of TNF-alpha triggered necroptosis, primary screen, cell-based, Jurkat FADD-/-, single concentration | activation (protection from cell death), % at 10 µM | Jurkat FADD-/- TNF necroptosis rescue, ATP luminescence, 24 h; 0 = TNF only, 100 = no-TNF cells | hit rate 0.068% among 220,000;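 active = activation, meaning protection from cell death, of at least 50% relative to plate controls; inactive = activation below 50%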;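 note: necroptosis triggered by 40 ng/mL TNF-alpha added together with compound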
zVAD death inh = inhibitors of zVAD-triggered necroptosis, primary screen, L929 cells | L929 zVAD necroptosis rescue, ATP luminescence, 24 h; with zVAD 60 µM | viability rescue, % at 10 µM | hit rate 0.38% among 220,000;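 active = activation, scaled between plate controls, above about 75%, limit read from the data; inactive = activation under that limit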;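 note: 0% = zVAD with DMSO and 100% = DMSO alone without zVAD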
Runt-SMMHC FRET = inhibitors of RUNX1 Runt–CBFb-SMMHC binding, primary screen, biochemical, FRET, Cerulean-Runt, Venus-CBFb-SMMHC, uHTS; Runt-related transcription factor 1 (Homo sapiens) + Core-binding factor subunit beta …; Cerulean-Runt/Venus-CBFb-SMMHC FRET ratio 530/480, 1 h; inhibition, % at 20 µM; hit rate 0.74% among 220,000; AID 1434, 2008;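 active = mean inhibition across duplicate retests at 20 µM reaching about 50%, limit read from the data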;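 note: 0% = DMSO wells and 100% = wells with excess untagged CBFb-SMMHC; inhibitors lower the FRET ratio by blocking Runt binding to CBFb-SMMHC; some results filed as inactive read as strong as hits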
Target sequence (Q01196 whole entry, looked up): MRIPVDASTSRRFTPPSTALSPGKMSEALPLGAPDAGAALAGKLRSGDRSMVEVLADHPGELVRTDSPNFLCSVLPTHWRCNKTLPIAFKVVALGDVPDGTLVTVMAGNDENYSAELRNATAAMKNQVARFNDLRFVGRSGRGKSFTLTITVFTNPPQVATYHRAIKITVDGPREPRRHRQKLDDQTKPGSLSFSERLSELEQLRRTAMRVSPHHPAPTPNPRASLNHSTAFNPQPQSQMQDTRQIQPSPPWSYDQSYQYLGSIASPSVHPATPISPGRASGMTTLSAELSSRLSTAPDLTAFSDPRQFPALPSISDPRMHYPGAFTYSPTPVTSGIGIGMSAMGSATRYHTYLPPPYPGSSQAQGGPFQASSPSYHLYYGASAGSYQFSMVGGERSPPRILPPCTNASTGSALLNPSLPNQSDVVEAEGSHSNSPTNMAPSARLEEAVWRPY
Target sequence (Q13951 whole entry, looked up): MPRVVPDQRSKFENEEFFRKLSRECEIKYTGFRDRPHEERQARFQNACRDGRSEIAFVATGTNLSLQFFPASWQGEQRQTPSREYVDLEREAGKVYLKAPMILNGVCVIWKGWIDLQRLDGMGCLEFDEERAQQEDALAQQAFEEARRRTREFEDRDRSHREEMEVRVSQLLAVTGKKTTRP
PERK inh = block of dimerizer-induced PERK translation repression, primary screen, PERK inhibitor project, CHO PERK-DD cells, SEAP luminescence, HTS | inhibition, % at 5.6 µM | hit rate 0.17% among 220,000 | CHO PERK-DD fusion, SEAP luminescence translation reporter;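 active = inhibition above the mean inhibition of all tested compounds plus 3 SD, set separately per screening campaign, cut at about 2.9% in these data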;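 note: PERK kinase domain activated by AP20187 dimerizer at 100 nM; 0% = DMSO with dimerizer and 100% = rapamycin at 8.4 µM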
Runt-CBFb FRET = inhibitors of RUNX1 Runt–CBFb binding, primary screen, biochemical, FRET, Cerulean-Runt, Venus-CBFb, uHTS; Runt-related transcription factor 1 (Homo sapiens) + Core-binding factor subunit beta …; Cerulean-Runt/Venus-CBFb FRET ratio 530/480, 1 h; inhibition, % at 20 µM; hit rate 0.46% among 220,000; AID 1496, 2009;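 active = inhibition over about 50% at 20 µM in the single-dose screen, limit read from the data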;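 note: 0% = DMSO wells and 100% = excess unlabeled CBFb competitor control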
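Reagent – Venus-CBFb binding partner, 100 nM · Assay system – Cerulean-tagged RUNX1 Runt domain (FRET donor) fusion protein · Input – 100 nM per protein · Incubation – two 1 h room-temperature incubations shielded from light · Measured by – FRET fluorescence · Medium – Tris buffer pH 7.5 with salts and BSA · Benchmarks – unlabeled CBFb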
RBBP9 inhibitor = human RBBP9 inhibitors, primary screen, biochemical, fluorescence polarization, FP-Rh probe, HTS | recombinant RBBP9 | inhibition, % at 7.94 µM | hit rate 0.2% among 220,000 | AID 1515, 2009;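 active = inhibition above the campaign mean of all tested compounds plus 3 SD, cut at about 14% in these data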;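 note: plate controls were DMSO wells with RBBP9 for no effect and wells lacking RBBP9 protein for full effect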
Target sequence (O75884 whole entry, looked up): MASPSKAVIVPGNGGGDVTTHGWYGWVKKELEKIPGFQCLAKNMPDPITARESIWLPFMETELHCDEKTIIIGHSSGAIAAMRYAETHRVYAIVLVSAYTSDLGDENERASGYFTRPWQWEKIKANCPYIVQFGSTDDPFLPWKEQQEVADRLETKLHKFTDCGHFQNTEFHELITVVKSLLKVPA
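Test system – recombinant human RBBP9 · Input – RBBP9 2.5 µM in dispensing solution, pre-mixing · Medium – Tris buffer pH 8.0, NaCl, Pluronic · Schedule – preincubation 30 min plus labeling 45 min at 25 °C · Measured by – fluorescence polarization · Measure – % inhibition · Controls – DMSO and no-protein wells · Replicates – one well per compound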
EP2 mod = EP2 receptor modulators, cAMP readout, primary screen, cell-based, HTRF cAMP, PGE2 stimulation | induction, % at 25 µM | EP2-expressing cells, cAMP HTRF FRET, PGE2 co-stimulation | hit rate 0.83% among 260,000 | Prostaglandin E2 receptor EP2 subtype (Homo sapiens), P43116 | AID 940, 2007;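 active = compounds whose cAMP rise, as percent of the full-agonist control response, exceeds 60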;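 note: rat C6 glioma line stably carrying human EP2 under a CMV promoter; the protocol text gives 20 µM as final concentration; 100% = response of wells given 1 µM PGE2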
EP2 antag = human EP2 receptor antagonists, primary screen, TR-FRET cAMP, C6 glioma cells; AID 1422, 2008; inhibition, % at 25 µM; hit rate 0.52% among 260,000; C6 glioma cells expressing human EP2; cells stimulated with saturating PGE2; Prostaglandin E2 receptor EP2 subtype (Homo sapiens), P43116;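 active = percent inhibition above 40 after rounding to a whole number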;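 note: rat C6 glioma host cells with rolipram phosphodiesterase inhibitor present; the protocol text gives 20 µM as final concentration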
* marks the source's active call; other numbers are inactive results; · = not tested or not shown; & = joins results of further samples. Only part of the results is shown. The share of hits here may be higher or lower than overall.

Molecule,Hck-Nef inh,TNF death inh,zVAD death inh,Runt-SMMHC FRET,PERK inh,Runt-CBFb FRET,RBBP9 inhibitor,EP2 mod,EP2 antag
COc1ccc(C2SCC(=O)Nc3c2c(C)nn3C2CCOC(C)(C)C2)cc1OC (stereo not drawn),0,0.7,0.3,3,0.0,5,-7,8,3
c1cc(C2N3CCCN2CC3)ccn1 (stereo not drawn),15,2.2,-0.3,-2,0.3,-2,-5,-1&20,6&4
O=C(O)c1sc2cc(Cl)ccc2c1Cl,16,-1.1,0.3,-2,1.1,0,1,-9,5
O=C1CC(c2ccccc2)CC(O)=C1C=NCCN1CCN(C(=O)Cc2ccccc2)CC1 (stereo not drawn),0,-1.4,0.8,-5,-1.6,2,-9,2,13
O=c1[nH]c(=S)n(CCC2=CCCCC2)c(O)c1/C=N/Nc1ccccc1,29,-4.3,-0.3,0,0.7,1,-9,-3,2
O=C1/C(=C/c2cc([N+](=O)[O-])ccc2Cl)N2CCC1CC2,-1,-7.3,-0.1,-3,0.8,1,3,14,5
COc1ccc(C(CC(=O)N2CCC3(CC2)OCCO3)NS(=O)(=O)c2ccc(F)cc2)cc1 (stereo not drawn),-1,-0.1,-0.3,0,-0.1,2,-5,16,9
CC(=O)Nc1ccccc1OP1(=O)COc2ccccc2OC1,0,-0.3,0.0,5,1.1,0,-10,-10,9
CC(C)c1oc(=O)cc2c1[C@@H](O)[C@H]1OC(=O)[C@@]3(C)C[C@@H](O)[C@@H](O)[C@@]2(C)C13 (stereo partly drawn),-6,-21,24,-1,1.6,0,-1,9,-3
O=C(c1cccc2ccccc12)C1CCCN(C2CCC2)C1 (stereo not drawn),0,1.0,-0.4,-2,2.4,0,-10,-6,4
CCCCn1c(O)c(C=NC2CC3CCC2(C)C3(C)C)c(=O)[nH]c1=O (stereo not drawn),-1,-1.2,0.1,-1,-2.1,-4,-8,36,7
CCCCn1c(O)c(C(C)=NC(C)c2ccccc2)c(=O)[nH]c1=O (stereo not drawn),1,-1.1,-0.4,1,-1.5,-3,-5,-19,21
COc1ccc(-n2c(-c3ccc(C)cc3)nc3ccccc3c2=O)cc1,6,-3.7,-0.8,1,0.1,0,-4,9,8
Clc1ccc(C(c2ccccc2)c2ncc[nH]2)cc1 (stereo not drawn),3,1.5,0.2,7,-0.1,0,-2,0,5
CSc1ccc(CN2CCN(C(=O)COc3cccc(C)c3)CC2)cc1,-49,0.9,-1.4,3,-1.6,-5,-8,-55,12
CC(C)(C)C(=O)OCC12CCC(O1)C1(C)C(=O)OCC21 (stereo not drawn),2,1.8,0.6,4,1.0,-1,2,13,9
CCCCCCC(=O)N/N=C/c1c(O)n(CCCC)c(=S)[nH]c1=O,14,-0.2,1.6,4,0.7,4,-5,21,7
CN1CCC(N2CC3CC(C2)c2cccc(=O)n2C3)CC1 (stereo not drawn),2,0.9,1.6,3,0.0,-1,-9,-6,1
CN(C)c1cc(N)c2c(n1)CCC2 (tested in a mixture with another compound),0,-1.0,-0.2,4,0.1,0,-3,-9,7
CCN(CC)CCCOC(=O)C(OC(C)C)(c1ccccc1)c1ccccc1,5,0.7,-0.1,0,-1.9,-2,-8,1,9
COc1ccc(OC)c(-n2c(O)c(C=Nc3c(C)n(C)n(-c4ccccc4)c3=O)c(=O)[nH]c2=S)c1,9,4.9,0.9,-11,-0.6,6,-1,-1,12
O=C(O)CCCc1ccc(N(CCCl)CCCl)cc1,-1,-13,-0.6,2,1.2,-1,-7,22&7&-1,11&4&11
Cc1ccc(-c2nc3ccccc3c(=O)n2-c2cccc(C)n2)cc1,24,-1.0,-0.3,1,0.4,2,-4,11,8
C=CCn1c(O)c(C(CC)=NC2CC2)c(=O)[nH]c1=O,0,0.5,0.1,-3,0.8,-2,-9,17,6
CCC(=O)N1CC(=O)Nc2ccc(F)cc2C1c1ccccc1 (stereo not drawn),2,-6.4,-0.8,-3,1.0,3,-6,-3,7
CCn1c(=N)n(Cc2ccccc2F)c2ccccc21,2,-3.1,-0.3,1,-0.4,0,-4,6,1
CC1CN=C(NCc2ccncc2)S1 (stereo not drawn),2,-2.5,0.0,-1,1.3,-1,-2,5,4
CCOc1ccc(NC(=O)C2C3c4ccccc4C(c4ccccc43)C2C(=O)O)cc1 (stereo not drawn),23,0.2,3.0,-5,-0.6,0,-10,-6,4
CC1=CC(=O)OC2CC3OC4C[C@@H](C)C5OC6CC7O[C@]8(C)C/C=C\C9OC%10CC%11OC(CC(C)CO)CC(O)[C@]%11(C)OC%10CC9OC8C[C@]7(C)O[C@]6(C)CCC5OC4C[C@]3(C)OC12 (stereo partly drawn),6,-6.0,0.4,-2,0.7,-3,0,-12,8
O=C(NC1CN2CCC1CC2)c1ccc(-c2ccc([N+](=O)[O-])cc2)o1 (stereo not drawn),11,5.8,·,9,0.6,8,1,-8,5

Full records as entered above.
Shown for C=CCn1c(O)c(C(CC)=NC2CC2)c(=O)[nH]c1=O : Hck-Nef inh = 0; TNF death inh = 0.5; zVAD death inh = 0.1; Runt-SMMHC FRET = -3; PERK inh = 0.8; Runt-CBFb FRET = -2; RBBP9 inhibitor = -9; EP2 mod = 17; EP2 antag = 6
Shown for O=C(O)c1sc2cc(Cl)ccc2c1Cl : Hck-Nef inh = 16; TNF death inh = -1.1; zVAD death inh = 0.3; Runt-SMMHC FRET = -2; PERK inh = 1.1; Runt-CBFb FRET = 0; RBBP9 inhibitor = 1; EP2 mod = -9; EP2 antag = 5

Carrying on:
Molecule,Hck-Nef inh,TNF death inh,zVAD death inh,Runt-SMMHC FRET,PERK inh,Runt-CBFb FRET,RBBP9 inhibitor,EP2 mod,EP2 antag
Cc1cc(Cl)ccc1OCC(=O)O,3,0.6,0.4,-20,1.3,-3,-8,1,14
CCOP(=O)(OCC)c1cc(C)c(O)c(C(C)(C)C)c1,13,0.0,-0.7,-1,0.8,-3,-6,-11,7
CCOC(=O)c1c(N)n(Cc2ccccc2)c2nc3ccccc3nc12,9,-3.7,-0.3,97*,-1.1,42,4,18,8
Cc1ccc(-c2nc3ccccc3c(=O)n2-c2cccc(O)c2)cc1,18,-5.2,-1.2,-35,-0.2,-1,-10,9,4
CC(Cc1ccccc1)NC(N)=O (stereo not drawn),3,-0.2,0.0,0,1.4,0,-5,-9,6
CN(C(=O)CN1CC=C(c2ccccc2)CC1)c1c(N)n(Cc2ccccc2)c(=O)[nH]c1=O,24,0.1,12,1,0.6,1,-6,-4,7
CCCCC(=O)N/N=C/c1c(O)n(-c2ccccc2)c(=O)[nH]c1=O,15,1.0,0.3,-1,0.3,-1,-1,12,6
Cc1cccc(OCC(=O)N2CCN(Cc3ccc([N+](=O)[O-])cc3)CC2)c1,20,1.0,2.3,·,0.8,·,0,-71,17
COc1ccc(/C=C/C(=O)c2c(O)n(CCC3=CCCCC3)c(=O)[nH]c2=O)cc1OC,25,-7.6,0.4,-9,0.2,-8,-5,13,9
Cc1cccc(-n2c(O)c(C=NCCN3CCCCC3)c(=O)[nH]c2=O)c1,17,-1.0,0.8,2,0.9,2,-10,34,8
O=P(NC(c1ccccc1)c1ccccc1)(Oc1ccccc1)Oc1ccccc1,-1,1.1,1.4,1,0.1,0,-2,55,16
CC1(C)OC1COc1c2occc2cc2ccc(=O)oc12 (stereo not drawn),0,1.2,2.5,3,0.4,-1,-8,19,17
COc1ccc(OCC(=O)N2CCN(Cc3nc4cc([N+](=O)[O-])ccc4n3C)CC2)cc1,-2,2.8,0.7,0,-0.5,1,-8,-2,6
CC1(C)C2([N+](=O)[O-])CN3CC1([N+](=O)[O-])CN(C2)C3c1cccnc1 (stereo not drawn),26,2.1,0.7,-4,0.3,1,-3,20,4
O=C(Nc1ccccc1F)OC1CN2CCC1CC2 (stereo not drawn),-5,3.9,0.9,-5,0.5,-1,5,14,12
Cc1cccc(OC(=O)N2CCOCC2)c1,-11,0.6,0.2,-6,0.4,-1,-7,26,14
CN(C)C(=O)Oc1ccc(OCc2nc3ccccc3[nH]2)cc1,-3,-7.8,-1.5,0,0.2,-2,-4,-49,1
O=C1NC(=O)C2(Cc3ccccc3N3CCCC32)C(=O)N1 (stereo not drawn),2,1.1,1.9,17,0.1,11,-5,-10,1
OC(CNC1CCCCCCC1)c1ccccc1 (stereo not drawn),-6,1.7,0.2,-3,0.5,-2,4,3,10
C=C(COC(=O)CCC(=O)O)CC1CC(O)[C@]2(C)OC3CC4OC5C[C@]6(C)O[C@]7(C)CCC8OC9C[C@]%10(C)OC%11C(C)=CC(=O)OC%11CC%10OC9C[C@@H](C)C8OC7CC6O[C@]5(C)C/C=C\C4OC3CC2O1 (stereo partly drawn),-5,-6.1,-1.2,-2,·,2,·,-10,13
O=C1N(c2cccc(Cl)c2)C(c2cccnc2)N2CCCN12 (stereo not drawn),19,0.4,1.2,-4,1.7,-2,3,11,-4
CCCCCn1c(=O)c(C(=O)NCc2ccncc2)c(O)c2ccccc21,0,-3.2,1.4,10,-0.6,5,-3,33,14
CN1CCN(c2ccc(Cl)cc2N)CC1,13,3.4,-0.8,-2,0.0,0,-8,-14,6
C=CCn1c(O)c(/C=C2/C=CC=N2)c(=O)[nH]c1=O,6,-5.6,1.5,18,1.1,11,-7,-5,5
COc1ccc(-n2c(/C=C/c3ccc4c(c3)OCO4)nc3ccccc3c2=O)cc1,6,-11,-0.2,-2,-0.8,3,0,26,11
Cn1cc(CCC(=O)N2CCC3(CC2)OCCO3)c2ccccc21,-1,-0.4,0.9,2,0.0,-3,-7,29,3
CN(C)C1=NP(N(C)C)(N(C)C)=NC(c2ccccc2)=N1,1,0.2,1.5,2,0.5,0,-3,14,4
COc1ccc(Nc2ncc(C(=O)N3CCC4(CC3)OCCO4)c3ccccc23)cc1,4,-5.4,2.3,-3,-0.5,1,-4,9,18
O=C1NC(=O)N(c2ccccc2)C(=O)/C1=C\c1ccc([N+](=O)[O-])s1,20,-24,-0.8,31,-0.4,33,-10,-62,5
